Bioassay records from PubChem BioAssay.
A549 tox = kills or reduces viability of A549 cells in Nrf2 counter-screen; A549 ARE-Fluc cells, CellTiter-Fluor viability, 18-24 h; 390,000 compounds, 0.16% hits; Potency, µM (series often up to 46 µM), for the others: at the top dose activity change, negative = cytotoxicity, hits mostly inhibitors; further: potency means the concentration at half of the fitted maximal effect; on the % scale 0 is the no-effect control and ±100 the full control effect
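A549 ARE_Fluc cells in 5% FBS OPTI-MEM were exposed to compounds in concentration-response for 18-24 h at 37 deg C. Viability was read by CellTiter-Fluor fluorescence (Ex 405/Em 525) after 30 min, before the luciferase read.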
EPAC2 ag = activates human EPAC2 exchange factor; Q8WZA2; EPAC2 activation, biochemical qHTS; response scale: 100% = 6.5 mM cAMP response; Potency, µM (series often up to 154 µM), for inactives: at the top dose activation, actives largely listed as activators; 360,000 compounds, 0.079% hits; further: potency means the concentration at half of the fitted maximal effect; nearly all actives have a fitted effect of over 50% in size
Target sequence (Q8WZA2 whole entry, looked up): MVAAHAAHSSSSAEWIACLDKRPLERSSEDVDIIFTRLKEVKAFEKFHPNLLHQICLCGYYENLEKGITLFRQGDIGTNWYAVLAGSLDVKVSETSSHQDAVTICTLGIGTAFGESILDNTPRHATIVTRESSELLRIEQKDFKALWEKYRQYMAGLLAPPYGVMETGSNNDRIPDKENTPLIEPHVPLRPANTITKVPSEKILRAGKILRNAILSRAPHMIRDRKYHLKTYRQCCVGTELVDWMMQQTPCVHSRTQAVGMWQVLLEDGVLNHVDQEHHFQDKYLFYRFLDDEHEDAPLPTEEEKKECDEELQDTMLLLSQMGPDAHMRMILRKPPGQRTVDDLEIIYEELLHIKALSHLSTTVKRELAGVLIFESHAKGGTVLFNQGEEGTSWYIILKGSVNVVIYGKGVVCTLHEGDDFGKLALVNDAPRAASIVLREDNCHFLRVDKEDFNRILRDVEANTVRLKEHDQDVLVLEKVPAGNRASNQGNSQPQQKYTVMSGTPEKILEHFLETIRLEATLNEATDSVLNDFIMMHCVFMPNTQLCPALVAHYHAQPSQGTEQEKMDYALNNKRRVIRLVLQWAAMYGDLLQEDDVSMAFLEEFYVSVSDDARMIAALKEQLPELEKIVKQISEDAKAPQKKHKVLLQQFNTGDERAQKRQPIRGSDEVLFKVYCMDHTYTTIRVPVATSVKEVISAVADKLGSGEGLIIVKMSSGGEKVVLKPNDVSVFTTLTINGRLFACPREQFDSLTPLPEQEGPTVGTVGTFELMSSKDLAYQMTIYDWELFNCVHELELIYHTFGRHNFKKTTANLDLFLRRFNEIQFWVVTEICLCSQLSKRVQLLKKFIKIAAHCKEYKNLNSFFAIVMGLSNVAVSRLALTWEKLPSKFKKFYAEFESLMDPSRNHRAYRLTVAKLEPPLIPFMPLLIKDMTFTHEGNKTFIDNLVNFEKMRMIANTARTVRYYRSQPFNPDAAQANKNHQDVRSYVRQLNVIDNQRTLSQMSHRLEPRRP
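Readout is BODIPY fluorescence (480 nm excitation, 540 nm emission), which falls as labeled GDP is exchanged off Rap1B. EPAC2 at 100 nM acted on 250 nM RAP1B-BODIPY-GDP with 50 uM GDP present.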
HepG2 tox = HepG2 cytotoxicity, counter-screen for TGF-b inhibitors | HepG2 CAGA-GFP viability, ATP luminescence, 18 h | Potency, µM (doses to about 46.1 µM), without a hit: at the top dose activity change, negative = cytotoxicity, actives largely listed as cytotoxic | 410,000 compounds, 0.76% hits | AID 588856; further: potency means the concentration at half of the fitted maximal effect; some results filed as inactive show a strong effect at the top dose
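CellTiter-Glo luminescence gave cytotoxicity after 18 hours at 37 degrees C. The cells were HepG2 CAGA-GFP in 1% FBS DMEM, stimulated with 500 pg/mL TGF-beta after compound addition. %Activity was normalised to no-cell wells (complete cell-killing) and DMSO (no toxicity), and curves were fitted and classified.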
TGFb inhibitor = blocks TGF-b signaling | HepG2 CAGA-GFP TGF-b/SMAD3 reporter, GFP fluorescence, 18 h; TGF-beta stimulated, 500 pg/mL final | Potency, µM (series often up to 46.1 µM), inactives show top-dose activity, negative = inhibition, actives largely listed as inhibitors | 410,000 compounds, 1.2% hits; further: potency means the concentration at half of the fitted maximal effect; on the % scale 0 is the no-effect control and ±100 the full control effect; nearly all actives have a fitted effect of over 65% in size
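HEPG2 CAGA-GFP reporter cells (1000/well, DMEM with 1% FBS) received compounds, then recombinant TGF-beta at 500 pg/mL final for 18 hours at 37 degrees C. Per-cell GFP summed per well was normalised to unstimulated and stimulated DMSO controls before curve fitting.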
Nrf2 block = blocks Nrf2 signaling; Potency, µM (titrated, usually from 46 µM), for inactives: at the highest dose activity change, negative = inhibition, most hits filed as inhibitors; AID 504444; A549 ARE-Fluc reporter, luciferase luminescence, 18-24 h; 360,000 compounds, 2.1% hits; further: potency means the concentration at half of the fitted maximal effect; on the % scale 0 is the no-effect control and ±100 the full control effect; nearly all actives have a fitted effect of over 60% in size
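In this cell-based qHTS, ARE-driven firefly luciferase in A549 cells reports Nrf2 activity; the luminescent signal after BugLite lysis is the measured value, with a prior CellTiter-Fluor read for cell health.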
IL-2 act = IL-2 activation | IL-2 activation reporter assay, cell-based qHTS; stimulated with anti-CD3/CD4/CD28 beads; in transgenic mouse T cells | activation, % (series mostly up to about 46 µM) | 360,000 compounds, 0.065% hits | AID 652025; in the data active means activation above about 50%; inconclusive means mostly about 30% to 49%; further: 0% is about no effect
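EGFP and DsRed fluorescence is measured by plate cytometry in unstimulated transgenic mouse T cells exposed to compound for 60 minutes, then stimulated 18 hours at 37 degrees C with anti-CD3/anti-CD4 beads plus anti-CD28.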
Nrf2 activator = Nrf2 pathway activation. 410,000 compounds, 0.31% hits. Potency, µM (highest dose often 46.1 µM), inactives show top-dose activation, most hits filed as activators. AREc32 ARE-luciferase reporter (MCF7-derived line), luminescence, 24 h. AID 624171; further: potency means the concentration at half of the fitted maximal effect; % of control where 0% means no effect; nearly all actives have a fitted effect of over 65% in size
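Luciferase luminescence (Steady-Glo, 30 min at room temperature) served as the read-out of ARE activation in AREc32 cells treated with compounds for 24 hr at 37 deg C.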
S2 tox = viability counter-screen for ATXN expression inhibitors. AID 651635. Potency, µM (top dose mostly 56.7 µM), actives largely listed as cytotoxic. S2 cells (HEK-293 line with an ATXN2-luciferase reporter) viability, CellTiter-Fluor protease fluorescence, 24 h. 400,000 compounds, 0.49% hits; further: potency means the concentration at half of the fitted maximal effect; nearly all actives have a fitted effect of over 40% in size
ATXN2 expr inh = inhibitors of ATXN2 expression. HEK-293 ATXN2-luciferase reporter, luminescence, 24 h. Potency, µM (series often up to 57 µM), for inactives: at the highest dose activity change, negative = inhibition, most hits filed as inhibitors. 360,000 compounds, 0.72% hits. AID 1745845; further: potency means the concentration at half of the fitted maximal effect; on the % scale 0 is the no-effect control and ±100 the full control effect; nearly all actives have a fitted effect of over 55% in size
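qHTS (up to 57 uM final) was run with 24 h compound exposure of reporter cells at 37 °C. Each well was multiplexed: SteadyGlo luminescence measured ATXN2-luciferase expression after a fluorogenic Gly-Phe-AFC viability readout (25 uM final).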
Active calls of the source: *; i = inactive; ? = inconclusive; · = no result given; & = joins results of further samples; [ ] = remark or other dose. Unless noted, the call rests on the fitted dose curve; in most records, active means well fitted curve in the direction sought with a large enough effect; inconclusive means small, poorly fitted or top-dose-only effect, or another doubt; inactive means no such curve, though single readings can be large; an effect the other way counts as inactive or inconclusive. Random draw from the library; overall some 4.3% were active at least once.

no.	smiles	A549 tox	EPAC2 ag	HepG2 tox	TGFb inhibitor	Nrf2 block	IL-2 act	Nrf2 activator	S2 tox	ATXN2 expr inh
1	Cc1cc(NC(=O)CCS(=O)(=O)c2cc3c4c(c2)CCN4C(=O)CC3)ccc1Br	?	·	0%	-34%	?	·	0.8%	i	0%
2	O=C(Cc1ccccc1)NCC(=O)OCC(=O)c1ccccc1Cl	-2%	9%	-53%	?	0%	-0.5	0.3%	i	-18%
3	CCOc1ccc(-c2nonc2NC(=O)c2oc3cc(C)c(C)cc3c2C)cc1OCC	2%	·	-7%	17%	-8%	·	0.5%	i	7%
4	COc1ccc(CCNC(=O)CCSCc2ccccc2Cl)cc1OC	-1%	·	-2%	-7%	·	·	-0.2%	i	-1%
5	CC(=O)N/C(=C\c1ccccc1)C(=O)OCC(=O)c1c(N)n(CC(C)C)c(=O)n(C)c1=O	1%	1%	2%	-9%	-14%	1.0	-0.6%	i	6%
6	CC(C)N(Cc1ccccc1)CC(O)COc1ccc(S(=O)(=O)N2CCOCC2)cc1Cl (centres undefined)	-3%	1%	-1%	6%	17%	-0.2	0.8%	i	-8%
7	CC(C)NC(=O)COc1ccccc1C#N	0%	1%	12%	-3%	?	0.9	-0.6%	i	·
8	O=C(NC1CCCC1)C(c1ccncc1)N(C(=O)Cn1nnc(-c2ccccc2F)n1)c1cccc(F)c1 (centres undefined)	-7%	11%	3%	4%	-5%	0.4	-0.3%	i	-14%
9	CCC(C)Nc1nc(-c2ccc3c(c2)NC(=O)CO3)cs1 (centres undefined)	-8%	3%	-9%	?	?	1.6	8.7%	i	44%[activator]
10	CC12CCC(=O)N1C(C(=O)N1CCN(S(=O)(=O)c3cccc(C(F)(F)F)c3)CC1)CS2 (centres undefined)	11%	5%	11%	2%	1%	0.3	-0.6%	i	1%
11	Fc1c(F)c(F)c(N=Cc2ccc3ncccc3c2)c(F)c1F	-3%	-7%	4%	-1%	?	-0.3	0.3%	i	7%
12	N#CC1=C(S)N(c2ccc(F)cc2)C(c2cccs2)NC1=O (centres undefined)	0%	-4%	13%	1%	-8%	3.3	-1.0%	i	-6%
13	O=S(=O)(Nc1ccc(Br)cn1)c1ccc2ccccc2c1	2%	8%	-22%	-12%	-20%	5.9	0.4%	i	-9%
14	Cc1cc(C(=O)NNC(=O)Cc2ccc(Cl)c(Cl)c2)c(C)o1	-2%	0%	-3%	-8%	-3%	-0.3	0.5%	i	1%
15	Cc1noc(N)c1C(=O)Nc1ccc(F)c(Cl)c1	-6%	2%	-8%	20%	5%	-0.4	2.8%	i	-15%

Profiles from above:
Listed for `Cc1noc(N)c1C(=O)Nc1ccc(F)c(Cl)c1` : A549 tox: -6%; EPAC2 ag: 2%; HepG2 tox: -8%; TGFb inhibitor: 20%; Nrf2 block: 5%; IL-2 act: -0.4; Nrf2 activator: 2.8%; S2 tox: i; ATXN2 expr inh: -15%
Listed for `COc1ccc(CCNC(=O)CCSCc2ccccc2Cl)cc1OC` : A549 tox: -1%; EPAC2 ag: ·; HepG2 tox: -2%; TGFb inhibitor: -7%; Nrf2 block: ·; IL-2 act: ·; Nrf2 activator: -0.2%; S2 tox: i; ATXN2 expr inh: -1%

Later entries
no.	smiles	A549 tox	EPAC2 ag	HepG2 tox	TGFb inhibitor	Nrf2 block	IL-2 act	Nrf2 activator	S2 tox	ATXN2 expr inh
16	O=C(CSc1oc(-c2ccco2)nc1S(=O)(=O)c1ccccc1)c1ccc(Cl)cc1	2%	·	-1%	-28%	-8%[9.27 µM]	·	8.8%	i	15%
17	CCOc1ccc(/C=C(\C#N)C(=O)NC2CC2)c(OCC)c1	0%	2%	-18%	5%	-12%	0.0	6.4%	i	-5%
18	CCOc1ccc2oc(=O)cc(CN3CCN(Cc4ccc(C)cc4)CC3)c2c1	-12%	·	-27%	2%	16%	·	3.0%	·	·
19	O=C(N=Nc1c(O)n(C2OC(=O)c3ccccc32)c2ccccc12)c1ccc(O)cc1 (centres undefined)	2%	13%[15.6 µM]	12%	10%	3%	-0.5	-0.1%	i	17%
20	COc1ccc(/C=C/C(=O)Nc2ccc3nc(N4CCC(C)CC4)cc(C)c3c2)cc1	-10%	·	-32%	4%	10%[9.27 µM]	·	-0.8%	i	-20%
21	Cc1cc(C(=O)NC(C)C)on1	0%	-6%	-6%	-15%	·	-0.1	-0.6%	i	0%
22	Cc1ccc(-c2cc(=O)c3ccc(F)cc3[nH]2)cc1	0%	6%	-15%	-7%	17%	0.4	4.6%	i	4%
23	COc1ccc(OC)c(NC(=O)CSc2nnc(C)n2Cc2ccccc2)c1	-10%	8%	1%	-22%	?	0.0	-0.6%	i	-6%
24	Cc1sc(N/N=C/c2cccs2)nc1-c1ccccc1	0%	2%	-13%	?	1%	2.0	?	i	41%[activator]
25	CCC(=O)N(CC)c1nc(-c2cc(OC)ccc2OC)cs1	0%	18%	4%	1%	?	0.5	2.1%	i	-12%
26	CCN(C(=O)CCNC(=O)Cn1cnc2ccccc2c1=O)c1cccc(Cl)c1	0%&-3%	15%	-2%&-25%	-17%&-20%	-3%&-1%	-1.2	0.3%&-0.9%	i	3%&5%
27	Cc1cc(C)c2c(n1)nn1c(NCCCN3CCOCC3)cc(C)nc21	-10%	9%	-9%	0%	-4%	-2.2	0.3%	i	-10%
28	O=C(Nc1cccc(NC(=O)c2ccccc2)n1)c1ccccc1	2%	13%	1%	5%	2%	0.5	0.4%	?	7%
29	COc1cccc(CNC(=O)Cc2ccc(-n3c(=O)[nH]c4ccccc4c3=O)cc2)c1	-16%	-4%	3%	?	6%	-3.5	0.1%	?	-4%
30	CCOc1ccc(CNC(=O)C(CC)n2nc(C)n3c(cc4occc43)c2=O)cc1OC (centres undefined)	-9%	4%	-27%	15%	10%	2.2	2.7%	i	-6%

Going on with the list:
no.	smiles	A549 tox	EPAC2 ag	HepG2 tox	TGFb inhibitor	Nrf2 block	IL-2 act	Nrf2 activator	S2 tox	ATXN2 expr inh
31	CCCOC(=O)c1c(-c2ccccc2)c(-c2ccccc2)nn(C)c1=O	-20%	·	-29%	-72%	-9%	·	4.4%	·	·
32	COc1cc(NC(=O)c2ccc(-n3cnc4cccnc43)cc2)cc(OC)c1	2%	·	0%	-18%	-7%	·	-0.8%	?	-9%
33	COc1ccc(NC(=O)CN(C)C(=O)c2c(C)nn(Cc3ccccc3)c2C)cc1	0%	4%	-6%	22%	6%	0.2	-0.6%	i	7%
34	CN(C(=O)COC(=O)c1c[nH]c2ccccc12)c1ccccc1	·	8%	0%	-3%	·	-2.2	-1.0%	i	·
35	Cc1ccc(-n2nc(C)cc2N)c(C)c1	-2%	2%	-6%	-2%	7%	-1.9	-0.4%	i	2%
36	Cc1nc([N+](=O)[O-])c(Br)n1CC(=O)c1ccccc1	?	-3%	0%	?	·	-1.8	?	i	-11%
37	CCc1cc2c(SCC(=O)NC(=O)c3cccn3C)ncnc2s1	2%	-8%	3%	-3%	?	2.0	0.7%	i	-3%[11.3 µM]
38	CCc1ccc(NCc2cc3cc4c(cc3n(CC(=O)Nc3ccccc3OC)c2=O)OCCO4)cc1	4%	·	-1%	10%	13%	·	0.4%	i	12%
39	O=C1N/C(=C\c2ccsc2)C(=O)N1Cc1ccc(F)cc1	8%	11%	-12%	?	-5%	-5.5	?	i	-19%
40	O=C(COC(=O)CNC(=O)c1ccc(Br)o1)Nc1ccc2c(c1)OCCO2	1%	-84%[inhibitor][15.6 µM]	-2%	7%	?	1.4	-0.3%	i	-6%
41	CC1(C)CC(=O)C2=C(C1)Nc1ccccc1NC2c1nc2ccccc2[nH]1 (centres undefined)	0%	18%	-8%	-1%	16%	-1.7	0.2%	i	2%
42	Cc1ccc(CNC(=O)CCSCCC(=O)NCc2ccc(C)cc2)cc1	-1%	-2%	-15%	2%	-7%	-0.4	0.2%	i	0%
43	CCCCNC(=O)C1(C)CCN1C(=O)c1ccc(C)c(F)c1 (centres undefined)	·	-5%	17%	20%	·	0.7	-0.6%	i	9%
44	Nc1nc(SCC(=O)Nc2cccc(F)c2)n[nH]1	-1%	-1%	-9%	0%	6%	?	0.3%	?	·

Laid out differently: results already given.
Each structure is followed by: A549 tox, EPAC2 ag, HepG2 tox, TGFb inhibitor, Nrf2 block, IL-2 act, Nrf2 activator, S2 tox, ATXN2 expr inh
#37 CCc1cc2c(SCC(=O)NC(=O)c3cccn3C)ncnc2s1
    2%, -8%, 3%, -3%, ?, 2.0, 0.7%, i, -3%[11.3 µM]
#38 CCc1ccc(NCc2cc3cc4c(cc3n(CC(=O)Nc3ccccc3OC)c2=O)OCCO4)cc1
    4%, ·, -1%, 10%, 13%, ·, 0.4%, i, 12%
#39 O=C1N/C(=C\c2ccsc2)C(=O)N1Cc1ccc(F)cc1
    8%, 11%, -12%, ?, -5%, -5.5, ?, i, -19%
#40 O=C(COC(=O)CNC(=O)c1ccc(Br)o1)Nc1ccc2c(c1)OCCO2
    1%, -84%[inhibitor][15.6 µM], -2%, 7%, ?, 1.4, -0.3%, i, -6%
